Source: PubChem BioAssay (Broad Institute)
CFTR F508del cor = correctors of CFTR F508del function in bronchial epithelial cells; CFBE cells, YFP halide quenching; stimulated with forskolin plus potentiator P3; % fluorescence drop versus neutral controls; 350,000 compounds, 0.36% hits; activity (quench increase), % at 7.58 µM;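 active = mean added fluorescence quench of at least 8% versus neutral control, with both replicates also reaching 8%; inconclusive = only one of the mean or replicate conditions met; inactive = mean below 8% and not both replicates reaching 8%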;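 note: cells transiently co-express mutant CFTR-F508del with the halide-sensitive YFP; corrector assay measuring rescue of mutant channel to the surface after 24 h compound exposure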
miR-122 sensor = inhibitors of miR-122 in Huh7 cells. Huh7 miR-122 Renilla luciferase sensor, 48 h; neutral wells = 0, positive control = 100. activation (reporter increase), % at 12.5 µM. AID 602342. 340,000 compounds, 0.3% hits;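 active = mean replicate activation score at least 90 and every replicate individually at or above 90; inconclusive = only one of the two criteria met; inactive = neither criterion met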;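 note: higher luciferase means less miR-122 activity so hits act as miR-122 inhibitors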
FN deposit inh = fibronectin deposition inhibition; AH1F fibroblasts, Alexa488-fibronectin deposition fluorescence, overnight; inhibition, % at 12.6 µM; 350,000 compounds, 0.086% hits;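 active = mean inhibition across replicates of 30% or more, regardless of how many single replicates reach that level; inconclusive = mean under 30% yet at least half of replicates reach 30%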;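 note: positive control wells lacked labelled fibronectin entirely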
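Assay system: AH1F fibroblasts assembling fluorescent fibronectin matrix; Amount: 10000 AH1F cells per well; Buffer or medium: DMEM, 2% serum; Probe or stimulus: Alexa488-fibronectin, 24 nM final in well; Doses: single compound dose, delivered by pin transfer; Incubation: 1 h adhesion, overnight exposure; Measured by: fluorescence 485/525 nm; Read-out: fibronectin deposition inhibition.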
GSIS activator = primary screen for activators of insulin secretion dependent on glucose, INS-1E cells, GLuc reporter luminescence | INS-1E GLuc reporter insulin secretion, 2-3 h | activation, % at 16.6 µM | 370,000 compounds, 0.61% hits;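 active = lowest replicate activation of at least 40%, so every replicate reaches that level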;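 note: 0% = median of neutral control wells and 100% = median of IBMX positive control wells; some compounds called inactive have numbers as strong as hits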
Cneo AK release = Cryptococcus neoformans lysis via adenylate kinase release | C. neoformans lysis, adenylate kinase release luminescence, 4 h; normalised: neutral wells 0, clomiphene wells 100 | lysis activity, % at 15 µM | 360,000 compounds, 0.2% hits;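 active = mean lysis activity across replicates of at least 80%, whatever share of replicates individually reach that level; inactive = mean lysis activity below 80%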
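Material – Cryptococcus neoformans yeast cells · Quantity – 5 × 10^6 yeast cells/mL · Buffer or medium – YPD medium · Compound – single dose · Timing – 4 h static compound exposure, 37 °C, read 1 h post-reagent · Signal – adenylate kinase release luminescence · Read-out basis – lysis from increased AK signal · Benchmarks – Clomiphene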
PGC1a acetyl inh = lowers PGC1a acetylation signal in U2OS cells. AlphaScreen anti-acetyl-lysine; with virally co-expressed GCN5 acetyltransferase. inhibition, % at 15.6 µM. 350,000 compounds, 0.17% hits;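 active = every replicate shows inhibition of at least 40%; inconclusive = mean inhibition at least 40% but some replicate below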;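 note: 0% = neutral control wells and 100% = positive control wells; some results beyond the cut were filed as inactive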
C2C12 statin = protects C2C12 myotubes from simvastatin toxicity | ATP luminescence, 48 h; scaled: DMSO 0, geranylgeraniol control 100 | rescue of ATP level, % at 7.49 µM | 330,000 compounds, 0.78% hits | AID 602340;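 active = mean ATP rescue above about 67%, or every replicate alone reaching that limit, limit read from the data, passing the limit was not always enough; inconclusive = no clear call, values can overlap the other calls; inactive = mean under the limit and some replicate under it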;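 note: myotubes were challenged with 10 µM simvastatin during compound exposure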
PglD DTNB = blocks C. jejuni PglD acetyltransferase activity; 360,000 compounds, 0.098% hits; purified PglD enzyme, DTNB colorimetric CoA detection; AID 602405; inhibition, % at 12.5 µM; in the data active = inhibition above about 16%, passing the limit was not always enough; inconclusive = no clear call, values can overlap the other calls; note: strong numbers were not always called active
* = called active by the depositor; u = inconclusive; x = not tested or not shown; & = joins results of further samples; [ ] = another dose, or the depositor's remark.

mol,CFTR F508del cor,miR-122 sensor,FN deposit inh,GSIS activator,Cneo AK release,PGC1a acetyl inh,C2C12 statin,PglD DTNB
Nc1cc(S(=O)(=O)N2CCCCC2)ccc1N1CCCCC1,0.7,26,-2,5,1,-12,2,-2
CCCN(C)C[C@@H]1Oc2cc(C#CC(C)C)ccc2S(=O)(=O)N([C@@H](C)CO)C[C@@H]1C,0.5,-2[16.7 µM],7,7,5,-20,6,9
C[C@@H]1CN([C@H](C)CO)C(=O)c2cc(NC(=O)CCC(F)(F)F)ccc2O[C@@H](C)CCCCO[C@@H]1CN(C)S(=O)(=O)c1ccc(Cl)cc1,-0.3,3[16.7 µM],5,-14,3,-2,x,0
C[C@H]1CN([C@@H](C)CO)C(=O)c2cc(NC(=O)Cn3cnnn3)ccc2O[C@@H]1CN(C)S(=O)(=O)c1ccc(Cl)cc1,-1.9,3[16.7 µM],x,-7,x,3,19,x
CCOC(=O)Cc1nnc(NC(=O)COc2ccc(C)cc2)s1,x,-5,x,x,-4,1,30,1
C[C@H](NC(=O)c1nc[nH]c1C(=O)NCC(=O)OCc1ccccc1)c1ccccc1,-2.8,1,2,-42,1,0,-4,-1
Cc1cscc1-c1cc2nc(NCCCN(C)C)n(C)c(=O)c2s1,2.7,-3,-3,6,2,2,-13,-1
COc1ccc(-n2c(N3CCN(C)CC3)nc3sc4c(c3c2=O)CCCCC4)cc1,x,-1,-4,x,-2,3,-8,-6
CN(C)S(=O)(=O)c1ccc(NC(=O)COc2ncnc3c2cnn3-c2ccccc2)cc1,x,5,3,-13,x,x,7,x
COc1ccc(CCC(=O)N2CCN(S(=O)(=O)c3cccs3)CC2)cc1,0.9,0,3,12,-2,1,-15,4
Cc1c(CCOC(=O)c2ccc(Cl)cc2Cl)sc[n+]1CC(=O)c1ccc(Br)cc1,1.9,x,x,-27,-7,x,9,-5
O=C(Cn1cnc2c(nnn2Cc2ccc(Cl)cc2)c1=O)c1ccccc1,-0.6,-15,10,11,-1,u,-15,-5
CC(C)(C)c1ccc(-c2noc(CCC(N)=O)n2)cc1,x,-10,-2,0,x,-11,-11,2
O=C(Nc1nn(Cc2ccc(Cl)cc2)cc1Br)c1ccc(COc2ccccc2Cl)o1,x,-6,x,x,-6,-5,4,-4
N/C(=N\OC(=O)C12CC3CC(CC(C3)C1)C2)c1ccccn1,x,-2,x,-21,-1,-1,-5,-3
O=C(COC(=O)c1ccc(CN2CCCC2=O)cc1)Nc1ccc(F)cc1,-6.9,x,1,34,-4,7,-9,2
CC[C@@H]1C=C(C(=O)O)[C@H](c2cccc(C)c2)N1S(=O)(=O)c1ccc(C)cc1,0.0,15,3,-13,-1,-7,-5,-4
Cn1nc(C(=O)NC2CCCC2)c2ccccc2c1=O,-1.0,2,-3,12,-1,0,10,3
CCCCNC(=O)c1onc(CSc2cccc(F)c2)c1C(=O)O,-2.0,-4,-7,x,2,-3,3,2
C[C@H]1CN([C@@H](C)CO)C(=O)c2cc(NS(=O)(=O)c3ccc(Cl)cc3)ccc2O[C@H]1CN(C)S(=O)(=O)c1cn(C)cn1,-2.7,-13[16.7 µM],x,24,7,0,10,1
COc1ccc(C)cc1NC(=O)CSc1nnc2ccc(-c3ccccn3)nn12,-1.8,1,5,2,4,0,10,-1
COc1ccc(S(=O)(=O)Nc2cccc3c2O[C@H](CN(C)S(=O)(=O)c2cn(C)cn2)[C@@H](C)CN([C@H](C)CO)C3=O)cc1,-0.4&2.0,6[16.7 µM],-5&-1,4&-9,-2&0,3&1,-1&1,1&1
C=C1c2ccccc2NC(=O)N1c1ccc(C)cc1,x,37,x,-8,-1,2,-11,0
COCc1ccc(C(=O)N2CCCC(CNC(=O)c3ccc(F)cc3)C2)o1 (stereo not drawn),-2.9,0,-7,33,0,-2,4,3
COCCCNC(=O)c1cc(C)nn1-c1ccccc1,2.1,-10,-3,5,-1,-8,x,2
Cc1cc([N+](=O)[O-])nn1Cc1noc(C(=O)NCCc2ccccn2)n1,-3.8,1,6,11,5,x,4,1
CCCNC(=O)Cn1nc(C(F)(F)F)c2c1CCC2,-0.1,-2,x,-8,0,x,9,-1
Cc1nc2c(-c3ccc(F)cc3)c(C)nn2c(C)c1CCC(=O)N1CCN(c2ccc(F)cc2)CC1,0.8,-14,-1,-29,0,5,-23,3
O=C(O)CCc1nn2c3ccccc3nc2n(Cc2ccccc2)c1=O,-1.8,x,1,-4,x,4,1,x
Cc1ccc2cc(C)c(N3CCN(c4ccccn4)CC3)nc2c1,x,10,5,-26,-3,-1,-77,2
O=C(CSc1nc2ccccc2c(=O)n1NC(=O)Cc1ccccc1)NCc1ccccc1,x,-5,-5,x,1,8,-3,-6
COc1ccc(NC(=O)N(C)C[C@@H]2OCCCC[C@@H](C)Oc3ccc(NS(=O)(=O)c4ccc(C)cc4)cc3C(=O)N([C@H](C)CO)C[C@H]2C)cc1,-1.6,-14[16.7 µM],-1,-1,55,-9,x,7
CO[C@H]1CN(C)C(=O)c2cc(NS(C)(=O)=O)ccc2OC[C@@H](C)N(C(=O)NC(C)C)C[C@H]1C,-2.0,10[16.7 µM],x,5,0,-1,3,3
O=C(O)CCN1C(=O)c2ccc(NC(=O)c3ccco3)cc2C1=O,2.0,-6,8,22,2,2,5,4
COc1ccc(N(CC(=O)NCc2ccccc2Cl)S(=O)(=O)c2c(C)noc2C)cc1,1.4,2,-2,-16,1,-7,1,3
C/C(=N\NC(=O)c1ccccc1)c1ccc(NC(=O)c2cccs2)cc1,-1.4,-1,2,12,0,4,x,1
CCOC(=O)c1[nH]c2ccc(Br)cc2c1NC(=O)CCN1CCOCC1,-32,-1,-5,-1,1,-5,x,1
CCO/C=C/C(=O)N(C)CCC#N,x,-7,x,x,4,-1,0,-3
CCC(C(=O)NCc1ccccn1)n1c2ccccc2c2nc(=O)cc(C)n21 (stereo not drawn),-3.0,-5,-3,4,9,-26,-1,-4
O=C(Cc1nn[nH]n1)Nc1cc(Cl)cc(Cl)c1,-2.0,-4,3,-4,0,-6,0,2
CN(CCC#N)C(=O)COC(=O)c1c2c(nc3ccccc13)/C(=C/c1ccco1)CC2,0.1,-9,-1,-7,2,0,x,0
CNC[C@@H]1Oc2cc(C#C[C@H](C)O)ccc2S(=O)(=O)N([C@@H](C)CO)C[C@H]1C,-0.4,-2[16.7 µM],-7,9,-9,8,x,-1
O=C(CSc1n[nH]c(-c2cccs2)n1)NC1CCS(=O)(=O)C1 (stereo not drawn),-1.1,x,x,-3,6,x,6,0
CC1C(C#N)=C(N)OC2=C1C(=O)CC(C)(C)C2 (stereo not drawn),x,-15,-7,x,12,x,x,2
O=C(CSc1nnc(-c2ccc(Cl)cc2Cl)n1C1CCCCC1)NC1CCS(=O)(=O)C1 (stereo not drawn),x,3,x,x,0,-29,0,0
O=C(Oc1cc(=O)oc2c1c(=O)n1c3c(cccc23)CC1)c1ccc(F)cc1,0.5,-12,-5,-17,-2,9,x,6
C[C@H](CO)N1C[C@H](C)[C@H](CN(C)Cc2ccc(-c3ccccc3)cc2)Oc2ccc(NC(=O)Nc3ccc(C(F)(F)F)cc3)cc2C1=O,1.6,-8[16.7 µM],x,-1,-4,-3,x,3
O=c1oc2c(O)cccc2cc1-c1nc2ccccc2[nH]1,0.9,x,-1,6,0,x,-21,0
O=C(O)c1csc(-c2ccc(Cl)cc2)n1,-3.7,-1,3,x,x,-6,x,x
COc1ccc(NC(=O)CSc2nccn2-c2cccc(OC)c2)cc1,x,-3,x,x,3,0,0,-3
CCc1nnc(NC(=O)CN2CCN(Cc3cccc(F)c3)CC2)s1,1.1,x,x,21,0,x,-9,5
Cc1ccccc1OCCOC(=O)c1cc(S(=O)(=O)N2CCOCC2)ccc1C,-2.9,-2,2,3,-1,x,12,-4
CC(=O)Nc1ccc(S(=O)(=O)NC(C)C(=O)NC(C)c2ccccc2)cc1 (stereo not drawn),2.8,-8,3,-12,-1,9,-1,4
CCNS(=O)(=O)c1ccc(NC(=O)Nc2cccc(OC)c2)cc1,x,36,x,2,-1,-16,-24,-3
CC[C@@H]1CCCCc2ccccc2[C@H](C(=O)C[C@H](O)CC(C)=O)OC1=O,5.2,-3,-6,5,6,6,-11,-5
O=C(C[C@@H]1C[C@H]2c3cc(NC(=O)Nc4ccccc4F)ccc3O[C@H]2[C@H](CO)O1)NCc1ccccn1,-0.4,-3[16.7 µM],-17,-1,-3,-6,4,1
CCC(=O)c1ccc(OCC(=O)O)c(OC)c1,-1.6,-3,-4,28,0,18,18,0
CNC(=S)N(CCO)Cc1cc2cc3c(cc2[nH]c1=O)OCO3,-1.9,14,1,21,-1,5,1,-5
COc1ccccc1S(=O)(=O)N[C@@H]1CC[C@@H](CCNC(=O)C2CC2)O[C@H]1CO,0.8,x,-7,6,2,5,2,3
CN1CCN(S(=O)(=O)c2ccc(-c3ccccc3)cc2)CC1,x,-2,1,8,1,-10,42,6

Continuation:
mol,CFTR F508del cor,miR-122 sensor,FN deposit inh,GSIS activator,Cneo AK release,PGC1a acetyl inh,C2C12 statin,PglD DTNB
Cc1ccccc1C(=O)OCCN1CCOCC1,x,5,x,9,0,x,x,-2
NC(=O)c1ccsc1NC(=O)CCS(=O)(=O)c1ccc(F)cc1,0.5,-7,0,3,-5,2,-8,-1
CC(C)C(=O)Nc1nnc(-c2ccccc2)o1,-1.9,4,-2,3,-1,-5,-8,3
CO[C@H](CN(C)S(=O)(=O)c1ccc(Cl)cc1)[C@@H](C)CN([C@H](C)CO)S(=O)(=O)c1cccc(Cl)c1,1.0,x,-10,-31,3,-30,-7,-2
CN(Cc1cnc2nc(N)nc(N)c2n1)c1ccc(C(=O)NC(CCC(=O)O)C(=O)O)c2ccccc12 (stereo not drawn),11*,-2,4,28,x,8,x,x
CN(C)C(=O)C[C@@H]1CC[C@@H]2[C@@H](COc3ccc(NC(=O)c4ccc(F)c(F)c4)cc3C(=O)N2C)O1,1.7,1[16.7 µM],5,-6,1,4,14,3
Cc1onc(-c2ccccc2)c1C(=O)NCCc1c[nH]c2ccccc12,x,2,-7,-10,x,-4,19,-5
CCCC(=O)N1CC2(C1)CN(C(=O)c1ccc(F)cc1)[C@H](CO)c1[nH]c3cc(OC)ccc3c12,-1.2,x,2,-4,x,2,x,x
CS(=O)(=O)Nc1cccc(-c2cn3ccccc3n2)c1,-3.4,x,7,29,x,3,x,x
O=C(CCc1nnc2ccc(N3CCOCC3)nn12)Nc1ccc(F)cc1F,-0.6,-10,2,-3,-1,x,-2,-10
COc1ccccc1NC(=O)N(C)C[C@@H]1OCc2ccccc2-c2c(n(C)c3ccccc23)C(=O)N([C@H](C)CO)C[C@H]1C,0.7,x,3,-15,-2,1,19,-1

An unsorted share of the library; 2.1% or so of the library scored in one or more.
